Screening results: PubChem, several laboratories
p-CIP stab down: p/CIP-EGFP fusion destabilizers, primary screen, fluorescence, F442A cells | 290,000 tested, 0.01% active | 16 h | AID 1984, 2009 | decrease of EGFP signal, % at 10 µM | Q05BA5;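 active = EGFP signal decrease of at least 30% at 10 µM or well 3 SD below plate mean, unless failing retest; inactive = the rest, including hits failing retest or dose response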; note: some compounds called inactive have numbers as strong as hits; many of its hits are not listed in these tables
Target sequence (Q05BA5 1-1403): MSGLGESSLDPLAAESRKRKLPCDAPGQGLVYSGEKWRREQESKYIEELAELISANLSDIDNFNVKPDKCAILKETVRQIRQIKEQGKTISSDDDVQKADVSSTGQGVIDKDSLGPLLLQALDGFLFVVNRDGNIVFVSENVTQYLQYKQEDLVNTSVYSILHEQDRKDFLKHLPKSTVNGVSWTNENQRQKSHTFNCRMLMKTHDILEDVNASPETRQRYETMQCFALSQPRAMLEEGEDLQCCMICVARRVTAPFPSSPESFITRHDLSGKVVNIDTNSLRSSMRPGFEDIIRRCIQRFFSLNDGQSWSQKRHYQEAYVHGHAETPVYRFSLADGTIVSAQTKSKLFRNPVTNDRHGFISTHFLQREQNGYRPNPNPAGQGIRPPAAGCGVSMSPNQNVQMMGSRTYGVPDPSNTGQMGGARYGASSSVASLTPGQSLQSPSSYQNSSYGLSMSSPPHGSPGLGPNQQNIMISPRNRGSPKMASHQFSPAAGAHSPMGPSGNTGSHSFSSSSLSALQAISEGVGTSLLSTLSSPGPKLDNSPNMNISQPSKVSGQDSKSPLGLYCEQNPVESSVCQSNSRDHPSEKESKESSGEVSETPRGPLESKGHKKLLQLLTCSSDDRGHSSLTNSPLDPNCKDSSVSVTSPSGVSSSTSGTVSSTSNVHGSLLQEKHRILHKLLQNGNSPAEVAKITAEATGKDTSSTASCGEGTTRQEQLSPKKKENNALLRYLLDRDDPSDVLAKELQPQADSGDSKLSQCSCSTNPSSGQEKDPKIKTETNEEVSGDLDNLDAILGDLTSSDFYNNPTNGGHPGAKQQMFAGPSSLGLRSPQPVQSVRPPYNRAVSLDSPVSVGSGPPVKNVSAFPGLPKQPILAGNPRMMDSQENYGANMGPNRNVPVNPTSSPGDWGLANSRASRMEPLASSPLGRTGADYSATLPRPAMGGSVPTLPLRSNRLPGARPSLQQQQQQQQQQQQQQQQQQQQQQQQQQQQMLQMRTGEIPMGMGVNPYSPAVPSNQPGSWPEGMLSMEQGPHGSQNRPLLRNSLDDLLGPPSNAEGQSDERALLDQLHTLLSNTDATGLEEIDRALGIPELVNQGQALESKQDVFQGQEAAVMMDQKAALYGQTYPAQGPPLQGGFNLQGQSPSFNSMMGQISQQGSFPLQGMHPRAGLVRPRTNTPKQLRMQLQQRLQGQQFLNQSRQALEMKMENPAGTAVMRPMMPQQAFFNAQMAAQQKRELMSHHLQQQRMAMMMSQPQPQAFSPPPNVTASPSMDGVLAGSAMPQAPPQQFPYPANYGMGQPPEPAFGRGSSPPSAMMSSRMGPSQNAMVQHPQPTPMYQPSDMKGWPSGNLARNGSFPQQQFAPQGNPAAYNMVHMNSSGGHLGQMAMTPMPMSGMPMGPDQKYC
IDE inh: human IDE inhibitors in live cells, primary screen, fluorescence polarization, HEK cells, FAbetaB substrate; inhibition, % at 5.59 µM; AID 434962, 2010; 320,000 tested, 0.41% active; FAbetaB cleavage; Insulin-degrading enzyme (Homo sapiens), P14735;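 active = percent inhibition above the average of all tested compounds plus 3 SD, set per screening campaign, cut at about 16% in these data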;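 note: IDE supplied by intact live HEK cells; FP after avidin binding of uncleaved biotin substrate so inhibition keeps polarization high; 0% = DMSO wells and 100% = 60 µM reference IDE inhibitor Ii1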
IDE act: human IDE activators in live cells, primary screen, fluorescence polarization, HEK cells, FAbeta-B substrate | AID 493087, 2011 | 340,000 tested, 0.073% active | activation, % at 5.96 µM | FAbeta-B cleavage; 0% vehicle, 100% cell-free pure enzyme wells;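 active = activation above the mean of all tested compounds plus 3 SD, set per screening campaign, cut at about 17% in these data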
PHOSPHO1 inh: PubChem AID 1565; Phosphoethanolamine/phosphocholine phosphatase (Homo sapiens), Q8TCT1; recombinant PHOSPHO1, absorbance phosphatase assay; inhibition, % at 13.3 µM; 290,000 tested, 1.1% active; in the data active = inhibition above about 60%
NALP1 yeast inh: NALP1 inflammasome inhibitors in reconstituted yeast, colorimetric, S. cerevisiae, triplicate retest. S. cerevisiae NALP1/ASC/caspase-1 growth, X-gal OD620, 72 h. inhibition, % at 10 µM. 280,000 tested, 0.61% active. AID 2071, 2009; in the data active = inhibition mostly above about 24%, no sharp cut-off; inactive = mostly below about 32%; note: some compounds called inactive have numbers as strong as hits
GPR7 antag: GPR7 receptor antagonists, primary screen, cell-based, fluorescence, single concentration. GPR7-expressing cells, fluorescence antagonist assay. 290,000 tested, 1.1% active. AID 1861, 2009. inhibition, % at 4.4 µM. Neuropeptides B/W receptor type 1 (Homo sapiens), P48145; in the data active = inhibition above about 16%, passing the limit was not always enough;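 note: cells stimulated with the agonist NPW; 0% = agonist with vehicle and 100% = vehicle without agonist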
VIM-2 inh: VIM-2 metallo-beta-lactamase inhibitors, primary screen, biochemical, epi-absorbance readout, Pseudomonas aeruginosa enzyme; inhibition, % at 5.6 µM; AID 1527, 2009; purified VIM-2, nitrocefin hydrolysis, epi-absorbance fluorescence; 290,000 tested, 0.89% active;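 active = inhibition above the mean of all tested compounds plus 3 SD, cutoff set per screening run, cut at about 7.5% in these data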;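 note: red hydrolysis product quenches plate fluorescence so inhibitors raise well fluorescence; 0% = enzyme with DMSO and 100% = DMSO without enzyme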
M18AAP inhibitor: PfM18AAP inhibitors, malaria aminopeptidase, primary screen, biochemical, QFRET, recombinant enzyme. M18 aspartyl aminopeptidase (Plasmodium falciparum 3D7). H-Glu-NHMec fluorogenic cleavage. inhibition, % at 7.35 µM. 290,000 tested, 1.2% active;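 active = inhibition above the campaign mean inhibition over all tested compounds plus 3 SD, cut at about 28% in these data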;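 note: 0% = plate median of test compound wells and 100% = 2 mM ZnCl2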
IMP-1 inh: IMP-1 metallo-beta-lactamase inhibitors, primary screen, biochemical, epi-absorbance readout, Pseudomonas aeruginosa enzyme | purified IMP-1, nitrocefin hydrolysis, epi-absorbance fluorescence | inhibition, % at 5.6 µM | 290,000 tested, 0.45% active | AID 1556, 2009;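 active = inhibition above the mean plus 3 SD of all compounds in the same screening run, cut at about 4.5% in these data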;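 note: 0% = IMP-1 with DMSO and 100% = DMSO wells lacking enzyme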
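System: purified recombinant IMP-1 beta-lactamase. Medium: Zinc- and detergent-supplemented HEPES buffer, pH 7.1. Compound: one 5.6 µM dose […]. Schedule: 15 min preincubation plus 25 min reaction at 25 °C. Technique: Epi-absorbance fluorescence, 480 nm excitation, 530 nm emission.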
* hit, by the source's call; . = not tested or not shown. Rows were taken by chance, and some 5.3% of all compounds hit somewhere here.

M18AAP inhibitor	GPR7 antag	p-CIP stab down	PHOSPHO1 inh	IMP-1 inh	IDE inh	IDE act	NALP1 yeast inh	VIM-2 inh	smiles
2.4	-3.4	-9.8	-13.9	-5.9	0.0	1.9	-15.8	-1.2	CCOC(=O)CC1C(=O)NCCN1Cc1cccc(C(F)(F)F)c1 (stereo unspecified)
4.0	6.0	1.9	-11.4	-2.4	-2.3	2.3	7.9	0.1	O=C(Cn1c(COc2ccc(Cl)cc2)nc2ccccc21)NCC(F)(F)F
-4.2	-10.8	.	.	-0.3	0.4	7.4	.	-6.5	COc1cc(C)ccc1OCCCOc1cc(C)ccc1Cl
-3.4	-2.8	-8.8	3.4	-4.5	2.0	6.5	17.8	-2.1	CC(=O)Nc1sc(C)c(C)c1C(=O)OCC(=O)Nc1cc(S(=O)(=O)N2CCCCC2)ccc1Cl
5.4	-11.4	2.0	5.7	-4.7	7.5	3.8	-8.5	-1.1	COc1ccc(S(=O)(=O)c2ccc(OC)c(OC)c2)cc1OC
1.2	-12.9	-1.8	26.5	-1.3	.	2.2	17.2	-0.8	CCc1ccc(-c2nc3ccc(Br)cc3c(C(=O)O)c2C)s1
4.1	2.2	3.8	-13.5	-1.6	1.9	-0.7	9.3	-1.6	O=c1cc(-c2ccccc2)[nH]c2ccc(F)cc12
-0.8	-14.0	-3.3	-15.7	-2.7	-2.5	-5.5	9.5	-3.9	CCCCNC(=O)CCN1N=C(c2ccccc2)CCC1=O
3.4	-14.6	0.2	-2.4	-2.9	2.6	5.2	23.2	-3.9	O=C(NNC(=O)c1cccnc1)NC1CCCCC1
4.2	5.9	5.8	32.7	1.6	3.5	0.6	22.5	0.7	COc1cc(CN2CCN(Cc3ccccc3C(F)(F)F)CC2)cc(OC)c1OC
-3.6	-2.2	-4.8	36.8	-3.7	-0.5	3.1	-4.2	1.6	CC(=O)C1=C(O)C(=O)N(CCCn2ccnc2)C1c1ccc(Br)cc1 (stereo unspecified)
1.6	-15.4	-45.5	-20.8	-4.5	-1.8	4.4	1.4	-2.2	CCOC(=O)CCn1c(=O)c2c(nc(Br)n2Cc2ccccc2)n(C)c1=O
1.6	-16.2	1.2	13.9	-2.4	-8.0	-0.9	6.5	-3.9	O=C(c1ccccc1)N(Nc1ccccc1)c1ccccc1
0.3	-12.6	0.8	22.6	-1.7	1.2	-2.8	-21.3	-0.8	Cc1cccc(NC(=O)COc2cccc3c2CCN(C)C3=O)c1
9.8	-4.5	7.9	3.0	-3.9	-1.1	4.6	5.5	-0.1	O=C(Cc1ccc(Cl)cc1Cl)OCC(=O)c1ccc[nH]1
-4.6	-17.3	-0.7	-7.5	-1.9	4.6	5.8	.	-2.2	O=C1CN(C(=O)COC(=O)c2cc(S(=O)(=O)N3CCOCC3)ccc2Cl)c2ccccc2N1
4.4	-5.6	-12.5	1.5	-3.6	4.2	6.7	8.8	-3.1	CN(C(=O)c1ccccc1Cl)c1ccccc1
-3.5	-0.8	-5.7	19.0	-2.1	2.9	0.1	-10.4	-3.2	CCOc1ccc(S(=O)(=O)NCc2cccnc2)cc1C
-15.4	8.0	-3.8	-0.5	-1.4	0.1	5.4	5.9	1.3	Cc1ccc(S(=O)(=O)N(C)CC(=O)O/N=C(\N)c2ccc([N+](=O)[O-])cc2)cc1
-2.8	-4.8	8.7	12.7	-2.2	-1.4	4.6	20.8	-0.7	CCCCN(CC)CCCNC(=O)c1cn(C)c2ccc(S(=O)(=O)N(C)C3CCCCC3)cc2c1=O
4.2	3.5	6.7	36.0	-2.5	0.8	2.0	14.9	-2.0	Cc1cc(C)nc(N2CCN(C(=O)c3ccc(S(=O)(=O)N4CCCCCC4)cc3)CC2)n1
.	.	-4.3	20.4	.	0.1	-0.5	.	.	NC(=O)CC(NC(=O)Cc1ccc(Br)cc1)c1ccc(NC2CCCCCC2)c([N+](=O)[O-])c1 (stereo unspecified)
0.6	3.5	0.4	42.0	-1.9	-4.7	2.4	-17.3	-2.4	Cc1c(CC(=O)NCCC(=O)O)c(=O)oc2cc3occ(-c4ccccc4)c3cc12
1.0	-17.2	-5.7	11.0	-4.6	-3.5	-1.4	10.0	-3.0	CN(Cc1ccccc1)c1nc2c(c(=O)[nH]c(=O)n2C)n1Cc1ccccc1
1.5	-4.0	-34.8	3.8	-2.9	-4.0	5.8	0.4	-1.9	O=C(CSc1nnc(-c2ccc(C(F)(F)F)cn2)s1)c1ccc(Cl)cc1
7.7	-5.9	6.4	9.7	-0.8	-4.2	-1.2	1.1	-1.4	COC(=O)CNC(=O)CCCCC(=O)NCC(=O)OC
3.9	0.0	-8.5	-24.7	-0.4	-3.3	1.4	0.1	0.5	Cc1cc2c(cc1C)-c1nnnn1C(C)(C)C2
14.3	-6.5	1.7	-34.2	-1.7	5.2	7.4	4.2	-1.8	CCOc1ccc2c(O)csc2c1
-4.2	-2.4	8.1	-6.4	-2.8	1.5	3.0	6.1	-2.7	O=C(/C=C/c1ccccc1[N+](=O)[O-])NCc1cccnc1
-11.2	-5.8	-15.0	12.1	1.9	-2.1	5.2	0.2	-2.3	CN1OC(COC(=O)c2ccc(Cl)cc2Cl)CC1c1ccccc1 (stereo unspecified)
4.8	-3.2	6.8	16.1	-2.1	0.7	8.1	-16.9	-0.1	N#C/C(=C\c1c(Oc2ccccc2Cl)nc2ccccn2c1=O)C(=O)NC1CCS(=O)(=O)C1 (stereo unspecified)
-0.7	6.5	-5.3	28.4	-2.2	-4.2	-1.6	21.9	-2.2	CCOC(=O)C(C)Sc1nc2c(cnn2-c2ccc(F)cc2)c(=O)[nH]1 (stereo unspecified)
1.6	-7.8	-8.6	24.7	-2.2	1.2	0.3	16.2	-1.8	COc1ccc(C)cc1NC(=O)CCN1CCN(c2ccccc2F)CC1
-4.0	-14.6	0.2	-15.8	-2.8	.	-3.0	2.0	-2.2	COCCc1nc2ccc(C(=O)N(C)Cc3cccc(-n4nc(C)cc4C)c3)cc2o1
1.2	0.7	8.9	13.0	0.8	0.7	9.2	11.5	-1.7	c1coc(CNc2ncnc3[nH]ncc23)c1
-3.0	2.5	-1.8	-7.1	-5.2	-0.9	6.1	-5.7	-4.0	COc1ccc(OC)c(N2C(=O)CC(Cc3ccc(C)cc3)C2=O)c1 (stereo unspecified)
2.9	-2.3	-5.1	4.0	-1.6	-2.8	2.7	24.1	-3.1	COc1ccccc1NC(=O)CSc1nnc(NC(=O)C2CC2)s1
2.0	-15.1	-1.7	-10.5	-1.8	-11.9	5.6	.	-1.8	C[n+]1cccc(/C=N/NC(=O)CC23CC4CC(CC(C4)C2)C3)c1
1.0	-9.3	-0.7	16.3	-5.9	6.8	2.5	8.1	-2.5	CCN1C(=O)/C(=C\N(C)C)NC1=S
9.2	2.6	13.3	13.8	-3.4	7.6	3.9	22.1	-3.7	Cc1[nH]nc(-c2ccc(O)c(C)c2O)c1Oc1ccccc1
-10.4	-8.3	8.0	-4.6	1.9	1.2	1.4	26.8	0.5	C=CCOC(=O)Nc1c(C(=O)OC)[nH]c2ccc(Cl)cc12
2.4	3.7	2.0	0.7	-2.9	12.5	-22.3	8.8	0.2	Cc1cc(OCCSc2nnc(-c3cccs3)n2C)ccc1Cl
5.1	-3.0	7.0	7.8	-5.3	2.3	7.9	4.9	-2.1	Cc1ccc(-c2cc(N)n[nH]2)cc1
3.8	-4.4	3.2	2.9	-3.8	2.0	7.3	.	-2.7	CC1(C)CC(=O)c2cc(OCC(=O)NCCCN3CCN(c4ccccc4F)CC3)ccc2O1
-12.0	1.1	-12.9	39.5	-0.8	5.1	0.0	-7.2	2.0	CN(CCO)S(=O)(=O)c1ccc2c(c1)C(=NO)c1cc(S(=O)(=O)N(C)CCO)ccc1-2
3.6	-12.4	-16.1	38.5	-2.6	-1.6	2.1	8.0	-3.6	Cc1cc(-c2nnc(SCC(=O)Nc3c(C)cccc3C)n2N)n[nH]1
1.2	1.3	-4.9	-0.5	-1.1	2.8	-1.0	-1.7	-0.4	CC(C)(C)n1nc2c(c1NC(=O)c1ccc(Br)o1)CS(=O)C2 (stereo unspecified)
-1.1	-6.0	-0.8	13.9	-1.7	1.9	1.7	32.2	-1.4	COc1ccc2[nH]c(=O)c(COC(=O)c3ccco3)cc2c1
0.8	-13.8	-7.6	24.6	0.3	-0.5	2.3	-2.7	-0.7	Cc1c(-c2cccc(Cl)c2)nc2ccccc2c1C(=O)OC/C(O)=C(\C#N)c1nc2ccccc2[nH]1
-5.7	7.9	-9.9	-9.8	-0.7	6.6	3.5	24.6	-1.7	O=C(Nc1ncc(Cc2ccc(SC(F)F)cc2)s1)c1ccc(OC(F)F)cc1

Next records:
M18AAP inhibitor	GPR7 antag	p-CIP stab down	PHOSPHO1 inh	IMP-1 inh	IDE inh	IDE act	NALP1 yeast inh	VIM-2 inh	smiles
0.8	-10.6	4.6	29.2	-3.6	3.0	1.2	-30.1	-4.3	O=S(=O)(Nc1nnc(C2CC2)s1)c1ccccc1
0.6	3.7	25.8	12.3	-1.8	4.5	1.7	2.6	-1.0	Cc1c(C(=O)OCC(=O)Nc2ccc(C(N)=O)cc2)cccc1[N+](=O)[O-]
-6.1	1.1	-0.2	-14.8	-1.1	1.9	16.3	-0.9	-0.5	Cc1ccc(C2CC(=O)NC(SCC(N)=O)=C2C#N)s1 (stereo unspecified)
1.7	-19.9	-6.1	17.5	-6.1	2.9	2.8	-21.9	1.8	CC(C)NC(=O)c1ccccc1NC(=O)CCS(=O)(=O)Cc1ccccc1
0.2	-6.7	-11.8	-8.5	-1.4	2.3	-2.9	17.9	-0.7	Nc1nc(NC(=O)c2cccnc2)nn1-c1ccccc1
